# Compound activity deposited in PubChem BioAssay by The Scripps Research Institute Molecular Screening Center.
# GPR151 ag – human GPR151 activation; activation, % at 11.2 µM; actives 1% (n = 650,000); Q8TDV0; PathHunter beta-arrestin GPR151 cells, luminescence; in the data active means activation above about 4.9%;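 further: 0% = median of compound wells and 100% = cells with positive control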
# Target sequence (Q8TDV0 whole entry, looked up): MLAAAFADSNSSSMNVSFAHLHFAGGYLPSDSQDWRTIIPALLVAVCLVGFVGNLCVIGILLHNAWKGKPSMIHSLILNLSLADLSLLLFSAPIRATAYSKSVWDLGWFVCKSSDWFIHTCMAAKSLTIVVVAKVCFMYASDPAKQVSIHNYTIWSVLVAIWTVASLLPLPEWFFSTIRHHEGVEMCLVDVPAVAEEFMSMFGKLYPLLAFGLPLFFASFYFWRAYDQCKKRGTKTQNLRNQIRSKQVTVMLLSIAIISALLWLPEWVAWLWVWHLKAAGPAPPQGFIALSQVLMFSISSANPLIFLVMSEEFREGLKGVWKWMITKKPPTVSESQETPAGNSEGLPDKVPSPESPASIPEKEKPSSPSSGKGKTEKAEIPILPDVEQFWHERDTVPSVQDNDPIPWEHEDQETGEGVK
# TEAD-YAP inh – TEAD-YAP interaction inhibition; actives 1.4% (n = 640,000); HEK-TIYL cells, TEAD-Gal4/YAP UAS-luciferase luminescence; inhibition, % at 9.12 µM; AID 1259422; in the data active means inhibition above about 32%;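 further: 0% = median of test compound wells and 100% = reference inhibitor wells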
# FBW7 activator – human FBW7 E3 ligase activation, primary screen. AlphaScreen FBW7–phospho-cyclin E peptide binding, activator screen. AID 1259310. normalized activity (activation), % at 26.1 µM. actives 0.13% (n = 650,000). Q969H0; in the data active means normalized activity above about 1.9%;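 further: purified mutant Fbw7 with reduced substrate affinity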
# MITF primary – human MITF inhibition, primary screen. AlphaScreen MITF homodimerization, bead proximity signal. O75030. actives 0.91% (n = 650,000). inhibition, % at 2.6 µM. AID 1259374; in the data active means inhibition above about 50%;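 further: 0% = vehicle wells with protein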
# Target sequence (O75030 whole entry, looked up): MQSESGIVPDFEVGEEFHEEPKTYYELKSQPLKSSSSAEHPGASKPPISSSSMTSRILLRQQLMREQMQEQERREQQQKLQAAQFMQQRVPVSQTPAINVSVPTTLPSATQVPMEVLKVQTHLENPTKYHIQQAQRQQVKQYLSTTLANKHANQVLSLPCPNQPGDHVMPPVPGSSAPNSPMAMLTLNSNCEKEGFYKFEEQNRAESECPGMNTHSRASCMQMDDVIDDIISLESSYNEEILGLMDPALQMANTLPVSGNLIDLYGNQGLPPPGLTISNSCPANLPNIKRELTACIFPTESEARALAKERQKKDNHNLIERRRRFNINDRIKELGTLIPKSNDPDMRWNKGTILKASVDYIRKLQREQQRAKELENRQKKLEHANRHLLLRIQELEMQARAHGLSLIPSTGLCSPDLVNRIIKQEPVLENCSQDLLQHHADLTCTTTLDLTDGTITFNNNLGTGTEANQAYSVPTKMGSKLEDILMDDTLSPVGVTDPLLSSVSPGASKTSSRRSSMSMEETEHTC
# * marks the source's active call; other numbers are inactive results.
entry | SMILES | GPR151 ag | TEAD-YAP inh
1 | COCCn1c(SCc2ccncc2)nc2cc(C(=O)OC)ccc2c1=O | -1.8 | -1
2 | COC(=O)/C(=C\N(C)C)c1ccccc1 | -1.0 | -2
3 | O=C(Cc1ccccc1Cl)NCCCn1ccnc1 | 0.7 | 2
4 | c1ccc(C2c3[nH]c4ccccc4c3CCN2Cc2cnc(N3CCOCC3)s2)nc1 (stereo not given) | 0.4 | 32
5 | CSc1nc2c(cc1C#N)CCC2 | -0.8 | 3
6 | CCN(CC)S(=O)(=O)c1csc(C(=O)Nc2ccc(C)cc2)c1 | -0.9 | 1
7 | COc1ccc(NC(=O)c2ccc(OC)c([N+](=O)[O-])c2)cc1OC | 1.4 | 9
8 | O=C(CCCCn1c(=O)[nH]c2ccsc2c1=O)NCc1ccccc1 | -1.6 | 1
9 | CCOC(=O)N1CCN(c2ncnc3sc(C)c(C)c23)CC1 | 1.0 | 8
10 | COc1ccc(CNc2ncnc(N)n2)cc1 | -0.9 | 16
11 | COC(CNC(=S)Nc1ccc(Br)cc1)OC | -1.2 | -29
12 | Cc1nn(C(C)C(=O)NCc2ccccc2Cl)c(=O)c2c1sc1ccccc12 (stereo not given) | -0.4 | 1

entry | FBW7 activator | MITF primary
1 | 0.1 | 8
2 | 0.1 | -2
3 | 0.1 | 13
4 | -0.1 | -6
5 | -0.1 | 0
6 | -0.1 | -13
7 | 0.1 | -16
8 | 0.3 | 21
9 | -0.1 | 4
10 | 0.1 | 9
11 | 0.0 | -25
12 | 1.3 | 9

# Next compounds.
entry | SMILES | GPR151 ag | TEAD-YAP inh
13 | COc1ccc(-c2cncc(C(=O)NCc3cccc(C(F)(F)F)c3)c2)cn1 | 0.8 | 1
14 | C=CCc1cc(Cl)ccc1OCCNCCN1CCOCC1 | 0.2 | 5
15 | CCC(Sc1nc2ccccc2c(=O)n1Cc1ccccc1OC)C(=O)NCc1cccnc1 (stereo not given) | -1.0 | -8
16 | CS(=O)(=O)c1ncc(Cl)c(C(=O)Nc2nnc(SCc3ccccc3)s2)n1 | 3.7 | -8
17 | CCOC(=O)C1=C(C)NC2=C(C(=O)CC(c3ccc(OC)c(OC)c3)C2)C1c1ccccc1Cl (stereo not given) | -1.7 | -15
18 | COc1ccc(/C=C2/C=C(c3ccc(C)cc3)OC2=O)cc1 | 1.4 | 10
19 | Cc1cc(N(C)C)nc(N2CCC(C(=O)NCC(C)C)CC2)n1 | 3.0 | -1
20 | CCOC(=O)C1=C(c2ccccc2)Nc2ncnn2C1c1ccccc1[N+](=O)[O-] (stereo not given) | 0.5 | -3
21 | Cc1nc2cc(NC(=O)C3CC34CCN(Cc3nc5ccccc5[nH]3)CC4)ccc2s1 (stereo not given) | -1.3 | -5
22 | O=C(Nc1ccc(Cl)c(-c2nc3ccccc3[nH]2)c1)c1cccc(Cl)c1 | -1.6 | 2
23 | COC(=O)CCc1nc2c(C#N)c(-c3ccc(Cl)cc3)ccn2n1 | 1.0 | -4
24 | CCNC(=S)NCCc1ccc(OC)c(OC)c1 | -1.8 | -1

entry | FBW7 activator | MITF primary
13 | 0.0 | 1
14 | 0.4 | 76*
15 | 0.0 | -2
16 | -0.1 | -8
17 | 0.5 | -9
18 | 0.0 | 3
19 | -0.3 | -12
20 | 0.0 | 11
21 | -0.3 | 2
22 | 0.1 | 1
23 | 0.0 | 12
24 | 0.0 | 15

# Individual results from above.
# no. 23 – MITF primary = 12
# no. 20 – FBW7 activator = 0.0
# no. 14 – FBW7 activator = 0.4
# no. 18 – MITF primary = 3
# no. 21 – TEAD-YAP inh = -5
# no. 22 – GPR151 ag = -1.6
# no. 17 – FBW7 activator = 0.5

# New compounds follow:
entry | SMILES | GPR151 ag | TEAD-YAP inh
25 | CCC(C)Sc1nc(O)cc(=O)n1-c1ccc(OC)cc1 (stereo not given) | 0.5 | -6
26 | N#C/C(=C(/O)CN1CCCC1)c1nc(-c2ccc(Cl)cc2)cs1 | -0.1 | -38
27 | CN(C)C(CNC(=O)Cc1csc(-c2ccccc2)n1)c1ccccc1 (stereo not given) | -1.6 | -2
28 | CCc1cccc(NC(=O)CCC(=O)Nc2cccc(CC)c2)c1 | 7.5* | -3
29 | Cc1noc(C)c1-c1nc2ncnc(NCc3cccc(C(F)(F)F)c3)c2[nH]1 | 0.1 | 7
30 | CCc1sc(NC(=O)COc2ccccc2)c(C(N)=O)c1C | -0.3 | -46
31 | CCCCN1C(=S)SC(C)(C)C1n1oc(=O)n(-c2ccc(Cl)c(Cl)c2)c1=O (stereo not given) | -0.5 | -13
32 | O=C(Oc1ccc(Cl)c2cccnc12)c1cccnc1 | -0.4 | -2
33 | CCCc1ccc(OC(=O)c2ccc(O)cc2Cl)cc1 | 0.2 | -55
34 | CC(=O)OCC1=C(C(=O)O)N2C(=O)C(NC(=O)Cn3nc(C)cc3C)C2SC1 (stereo not given) | -0.7 | 2
35 | CC(Cc1cccs1)Nc1nc2nonc2nc1N1CCOCC1 (stereo not given) | -0.8 | -4
36 | N#CCCn1cc(F)c(N)nc1=O | 1.9 | -12

entry | FBW7 activator | MITF primary
25 | 0.0 | 3
26 | -0.1 | 3
27 | 0.1 | -8
28 | -0.1 | 14
29 | -0.1 | 13
30 | -0.1 | -13
31 | 0.2 | -15
32 | -0.5 | 3
33 | 0.0 | 7
34 | -0.1 | 4
35 | 0.9 | 9
36 | -0.2 | 5

# The list goes on.
entry | SMILES | GPR151 ag | TEAD-YAP inh
37 | CCOCCCNC(=O)C1CCN(C(=O)c2cc3sccc3n2CC)CC1 | 0.1 | 9
38 | COCCCNC(=O)C1CCC(CNS(=O)(=O)c2ccc(NC(C)=O)cc2)CC1 (stereo not given) | -0.4 | -1
39 | Cc1ccc(C)c(OCC(=O)Nc2ccccc2C(F)(F)F)c1C | -0.9 | -6
40 | CCOc1ccc2nc(N3C(=O)c4cccc5cccc(c45)C3=O)sc2c1 | -0.4 | 1
41 | O=C1CSC(c2ccccc2Br)N1c1ccc(I)cc1 (stereo not given) | 0.2 | -7
42 | O=C(Cn1cnc2c(cnn2CCO)c1=O)N1CCCCCC1 | 0.1 | -5
43 | Cc1csc(-c2ccc(C(=O)N(C)CCN(C)C)c(N(C)C)n2)c1 | -0.5 | -11
44 | O=C(NCc1ccco1)c1cncc(Br)c1 | -1.0 | -1
45 | C=CCN(CC=C)Cc1c(C)[nH]c2c(C)c(C)ccc2c1=O | 1.0 | -6
46 | Fc1ccccc1OCCN1CCOCC1 | 0.9 | 6
47 | CCOCCCNS(=O)(=O)c1ccc(NC(=O)CSc2ccccc2)cc1 | 0.1 | 2
48 | COc1ccc(/C=C2\N=C(c3ccc(Cl)cc3)N(c3ccc(C)cc3)C2=O)cc1OC | -0.5 | -6

entry | FBW7 activator | MITF primary
37 | 0.1 | 8
38 | -0.2 | 3
39 | 0.0 | -3
40 | 0.1 | 9
41 | 0.0 | -12
42 | -0.2 | -9
43 | 0.0 | -6
44 | 0.0 | 3
45 | -0.1 | -6
46 | 0.1 | 45
47 | -0.1 | -2
48 | 0.1 | 1

# Carrying on.
entry | SMILES | GPR151 ag | TEAD-YAP inh
49 | CCCCCCNC(=O)c1cccc([N+](=O)[O-])c1 | 0.8 | -4
50 | CN(C)c1ccc(C(=S)N2CCOCC2)cc1 | 9.7* | 0
51 | O=C(N1CCCCCC1)N1CCN(c2ccc(F)cc2)CC1 | 2.0 | -7
52 | NC1=C2C(=O)Nc3ccccc3C2c2nc(C(F)(F)F)cnc2O1 (stereo not given) | -1.9 | 8
53 | N#CCSc1sc(C#N)c(N)c1-c1ccccc1 | -1.2 | -5
54 | OCCN1CCN(c2ncc(Br)cn2)CC1 | 0.7 | 0
55 | CC1(C)Oc2ccc(C(=O)N3CCc4ccccc43)cc2N(CC(=O)c2ccccc2)C1=O | 0.5 | -4
56 | Cc1ccc(NC(=O)c2ccc(OCC(=O)Nc3ccccc3)cc2)cc1 | -0.8 | -16
57 | Cc1cc(C)nc(N/N=C/c2cccc([N+](=O)[O-])c2)n1 | 0.6 | -5
58 | Fc1ccc(-c2sc(Nc3ccc(Cl)c(Cl)c3)nc2C(F)(F)F)cc1 | 0.1 | -4
59 | O=C(CN1CCCc2ccccc21)N1CCCc2c1c(=O)oc1ccc(O)cc21 | 1.2 | 3
60 | Cc1ccc(CN2C(=O)C3C(C(=O)Nc4cc(Cl)cc(Cl)c4)C4C=CC3(O4)C2C(=O)NC2CCCCC2)cc1 (stereo not given) | 0.7 | -14

entry | FBW7 activator | MITF primary
49 | -0.1 | 10
50 | 0.0 | -3
51 | -0.2 | 4
52 | 0.0 | 2
53 | 0.0 | 1
54 | -0.1 | 2
55 | -0.1 | -7
56 | 0.1 | 0
57 | -0.1 | 18
58 | 0.0 | 5
59 | 0.0 | -4
60 | 0.1 | -2

# Later entries.
entry | SMILES | GPR151 ag | TEAD-YAP inh
61 | CCOC(=O)N1CCN(Cc2ccc(OC)c(Br)c2)CC1 | -0.8 | -5
62 | COc1ccc(Cl)cc1C1=N/C(=C/c2ccc(Cl)c(Cl)c2)C(=O)O1 | -1.9 | -11
63 | O=C(O)C1(c2ccc([N+](=O)[O-])cc2)CCCC1 | 0.7 | -12
64 | Cc1cc(C)c(S(=O)(=O)NCC2CCN(C)CC2)cc1C | -2.2 | 7
65 | CCN1C(=O)C(=Cc2ccc(N3CCCC3)cc2)C(=O)N(CC)C1=S | 0.3 | 7
66 | CC(=O)Nc1ccc(OC(F)(F)Cl)cc1 | 0.3 | -5
67 | CCn1c[n+](CC(O)COc2ccc(OC)cc2)c2cc(C)c(C)cc21 (stereo not given) | 0.7 | -3
68 | CCCCOC(=O)c1ccc(NC(=O)CCC(=O)OCC(=O)c2cccc([N+](=O)[O-])c2)cc1 | -0.1 | 7
69 | OC1CCN(Cc2ccc(Cl)c(Cl)c2)CC1 | 0.4 | -4
70 | Cc1ccc(-c2c(C(=O)NCCN3CCCCCC3)oc(=O)c3ccccc23)cc1 | 0.2 | 2
71 | C=CCn1c(SCC(=O)Nc2ccc(C(=O)OCC)cc2)nnc1-c1ccccc1O | 2.6 | 26
72 | COc1ccc(CNC(=O)CCCCCn2c(=S)[nH]c3ccccc3c2=O)cc1 | 0.5 | 4

entry | FBW7 activator | MITF primary
61 | 0.0 | 2
62 | 0.3 | 8
63 | -0.1 | 34
64 | 0.6 | 11
65 | -0.2 | 13
66 | 0.0 | -6
67 | 0.1 | -11
68 | 0.4 | 16
69 | -0.3 | 29
70 | -0.1 | 1
71 | 0.3 | 18
72 | 1.2 | 15

# 2 of the compounds above, as labelled records:
69) OC1CCN(Cc2ccc(Cl)c(Cl)c2)CC1
  GPR151 ag = 0.4; TEAD-YAP inh = -4; FBW7 activator = -0.3; MITF primary = 29

70) Cc1ccc(-c2c(C(=O)NCCN3CCCCCC3)oc(=O)c3ccccc23)cc1
  GPR151 ag = 0.2; TEAD-YAP inh = 2; FBW7 activator = -0.1; MITF primary = 1

# Entries from the list above with a nitro group on carbon:
entry | SMILES | GPR151 ag | TEAD-YAP inh
7 | COc1ccc(NC(=O)c2ccc(OC)c([N+](=O)[O-])c2)cc1OC | 1.4 | 9
20 | CCOC(=O)C1=C(c2ccccc2)Nc2ncnn2C1c1ccccc1[N+](=O)[O-] (stereo not given) | 0.5 | -3
49 | CCCCCCNC(=O)c1cccc([N+](=O)[O-])c1 | 0.8 | -4
57 | Cc1cc(C)nc(N/N=C/c2cccc([N+](=O)[O-])c2)n1 | 0.6 | -5
63 | O=C(O)C1(c2ccc([N+](=O)[O-])cc2)CCCC1 | 0.7 | -12
68 | CCCCOC(=O)c1ccc(NC(=O)CCC(=O)OCC(=O)c2cccc([N+](=O)[O-])c2)cc1 | -0.1 | 7

entry | FBW7 activator | MITF primary
7 | 0.1 | -16
20 | 0.0 | 11
49 | -0.1 | 10
57 | -0.1 | 18
63 | -0.1 | 34
68 | 0.4 | 16

# (continued)
entry | SMILES | GPR151 ag | TEAD-YAP inh
73 | CSc1ncc(CN2CCN(Cc3cccs3)C(CCO)C2)cn1 (stereo not given) | -0.5 | 2
74 | COc1ccc(C2CC(=O)C3=C(C2)Nc2ccccc2N(C(=O)C(F)(F)F)C3c2cccs2)cc1 (stereo not given) | -0.7 | 1
75 | Cc1ccsc1C1C=C(c2ccc(Cl)cc2)Nc2ncnn21 (stereo not given) | -0.9 | -4
76 | COc1cccc(OCC(=O)N/N=C(/C)Cn2nnc([N+](=O)[O-])n2)c1 | -0.4 | -10
77 | COC(=O)C1=C(O)/C(=C\c2cccc(O)c2)N=C1C | 0.9 | 2
78 | Cc1ccc(C)c(Oc2coc3cc(OC(=O)c4ccc(F)cc4)ccc3c2=O)c1 | -0.1 | 6
79 | CC(C)c1nc2cccnc2n1C1CCN(Cc2ccc3nccnc3c2)CC1 | -1.8 | 14
80 | CC1CCCN(c2nc3c(c(=O)[nH]2)CCN(Cc2cccc4nccnc24)C3)C1 (stereo not given) | 0.1 | 4
81 | CSc1ccc(/C=C2\SC(N)=NC2=O)cc1 | -1.1 | -1
82 | COc1ccc(-n2nnnc2SCC(=O)Nc2ccccc2Cl)cc1 | -1.4 | -1
83 | COc1ccc(CNc2ncnc3c2c(-c2ccccc2)cn3-c2ccc(C)c(Cl)c2)cc1 | 0.7 | -7

entry | FBW7 activator | MITF primary
73 | 0.0 | -1
74 | 0.7 | -3
75 | -0.1 | 9
76 | -0.1 | -4
77 | -0.1 | 58*
78 | 0.8 | 7
79 | 0.3 | 4
80 | 0.1 | 9
81 | 0.1 | 7
82 | 0.3 | 8
83 | -0.2 | -1

# Compounds as they come, and some 3.4% of all compounds hit somewhere here.
